MITF inh – blocks human microphthalmia-associated transcription factor. AlphaScreen MITF homodimerization, bead proximity signal. hit rate 0.91% among 650,000. inhibition, % at 2.6 µM. O75030; in the data active means inhibition above about 50%;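 further: 0% = vehicle wells with protein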
Target sequence (O75030 whole entry, looked up): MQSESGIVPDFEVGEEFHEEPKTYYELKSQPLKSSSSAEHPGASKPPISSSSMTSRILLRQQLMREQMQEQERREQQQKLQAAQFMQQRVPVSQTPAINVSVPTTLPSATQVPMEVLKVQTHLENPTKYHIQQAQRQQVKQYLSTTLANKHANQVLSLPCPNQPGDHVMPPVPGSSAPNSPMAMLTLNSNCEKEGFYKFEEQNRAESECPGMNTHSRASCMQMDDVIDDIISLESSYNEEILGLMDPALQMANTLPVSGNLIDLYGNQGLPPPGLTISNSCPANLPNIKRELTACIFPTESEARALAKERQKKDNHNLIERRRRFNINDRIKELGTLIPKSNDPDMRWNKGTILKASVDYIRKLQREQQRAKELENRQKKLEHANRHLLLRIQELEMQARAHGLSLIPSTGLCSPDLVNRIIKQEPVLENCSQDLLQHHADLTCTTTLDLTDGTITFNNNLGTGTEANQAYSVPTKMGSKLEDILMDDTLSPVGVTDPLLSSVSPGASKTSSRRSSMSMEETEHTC
GPR151 ag – human GPR151 activation; Q8TDV0; PathHunter beta-arrestin GPR151 cells, luminescence; activation, % at 11.2 µM; hit rate 1% among 650,000; AID 1508602; in the data active means activation above about 4.9%;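 further: 0% = median of compound wells and 100% = cells with positive control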
Target sequence (Q8TDV0 whole entry, looked up): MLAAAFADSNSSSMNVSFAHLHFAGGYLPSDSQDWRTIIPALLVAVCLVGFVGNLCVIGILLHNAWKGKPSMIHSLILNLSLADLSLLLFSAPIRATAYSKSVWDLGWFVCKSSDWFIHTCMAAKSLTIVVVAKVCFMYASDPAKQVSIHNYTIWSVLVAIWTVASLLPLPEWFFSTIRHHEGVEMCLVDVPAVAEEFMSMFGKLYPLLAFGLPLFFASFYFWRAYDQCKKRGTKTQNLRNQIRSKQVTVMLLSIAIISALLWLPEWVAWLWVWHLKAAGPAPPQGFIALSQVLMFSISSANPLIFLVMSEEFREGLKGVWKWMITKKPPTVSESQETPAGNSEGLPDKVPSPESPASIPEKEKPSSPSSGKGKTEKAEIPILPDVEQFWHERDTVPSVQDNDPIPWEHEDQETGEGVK
TEAD-YAP inh – TEAD-YAP interaction inhibition; inhibition, % at 9.12 µM; HEK-TIYL cells, TEAD-Gal4/YAP UAS-luciferase luminescence; hit rate 1.4% among 640,000; in the data active means inhibition above about 32%;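 further: 0% = median of test compound wells and 100% = reference inhibitor wells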
FBW7 act – human FBW7 E3 ligase activation, primary screen; Q969H0; AlphaScreen FBW7–phospho-cyclin E peptide binding, activator screen; normalized activity (activation), % at 26.1 µM; hit rate 0.13% among 650,000; AID 1259310; in the data active means normalized activity above about 1.9%;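 further: purified mutant Fbw7 with reduced substrate affinity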
An asterisk follows results filed as active; nt = not tested or not shown; & = joins results of further samples. Random draw from the library; overall some 3.5% were active at least once.

SMILES	MITF inh	GPR151 ag	TEAD-YAP inh	FBW7 act
COC(=O)c1ccc(C2C3=C(CC(c4ccc(C)cc4)CC3=O)Nc3ccccc3N2C(=O)c2cc(OC)c(OC)c(OC)c2)cc1 (stereo not drawn)	-3	0.5	10	0.0
CCOc1ccc(C(=O)CCNC(CC(N)=O)C(=O)O)cc1 (stereo not drawn)	2	-1.0	5	-0.1
COC(=O)CCNC(=O)N1CCSc2ccccc21	13	1.0	-1	-0.2
COc1ccc2c([N+](=O)[O-])c(Cl)[nH]c2c1	4	1.1	-19	0.0
Cc1ccccc1OCC(=O)N1CCN(c2cccc(Cl)c2)CC1	-2	-0.2	7	-0.2
COc1ccc(CCNC(=O)CN(c2ccc(C)cc2)S(=O)(=O)c2ccc(OC)cc2)cc1	-1	2.3	13	-0.1
CC(C)(C)c1ccc(C(=O)Nc2ccc(NC(=O)c3cc4ccccc4oc3=O)cc2)cc1	-4	1.0	-3	-0.1
CCC(Sc1nc(NCc2ccccc2)c2ccccc2n1)C(=O)Nc1ccc2c(c1)OCO2 (stereo not drawn)	0	0.2	1	-0.1
Cc1ccc(-c2nnn(CC(=O)NC(C)C)n2)o1	-6	-0.8	-8	-0.3
Cc1cc(C(=O)Nc2ccccc2I)ccc1[N+](=O)[O-]	18	-0.9	6	0.7
Ic1cccc(/C=N/n2cnnc2)c1	14	1.1	-6	-0.1
CC#CCN1C(=O)N[C@@H](c2ccccc2)C(C(=O)OC)=C1C	0	0.6	nt	-0.2
Cc1ccc(NCCCC(=O)N/N=C/c2cccnc2)cc1	0	0.0	5	-0.1
CC(=O)c1ccc(N2CCN(S(=O)(=O)c3ccc4c(c3)CCCN4C(C)=O)CC2)cc1	0	-1.1	31	0.1
Cc1nn(C(=O)c2sc3ccccc3c2Cl)c(C)c1Cl	4	1.6	4	-0.2
CCOC(=O)Cc1c(Cl)c2ccccc2[nH]c1=O	1	0.0	10	-0.1
CC(OC(=O)C12CC3CC(CC(O)(C3)C1)C2)C(N)=O (stereo not drawn)	-5	-1.8	7	-0.3
O=C(c1cc(-c2ccncc2)nc2ccc(Cl)cc12)N1CCN(c2ccccn2)CC1	-6	-0.4	40*	-0.1
COc1ccc(CNCCSc2nccn2C)cc1	70*	0.5	-6	-0.1
CCCCN(C)C(=O)c1sc2ncn(CC(=O)Nc3ccc(C)c(Cl)c3)c(=O)c2c1C	4	-1.8	-7	-0.1
COP(=O)(CN(Cc1ccccc1)C(=S)Nc1c(C)cccc1C)OC	-6	2.4	1	0.0
O=C(CCCN1C(=O)c2cccc3cccc(c23)C1=O)Nc1ccon1	-4	-0.9	-8	-0.1
O=C1CCNc2ccc(-c3ccccc3)cc21	-18	3.1	-59	0.2
Clc1ccc(-n2ncnc2-c2cccc(Cl)c2Cl)cc1	15	-0.9	-4	1.5
CSc1cccc(NC(=S)N(CCCN2CCCCCC2)Cc2ccco2)c1	-1	-1.0	-4	-0.2
CCOc1cc(C(=O)Nc2c3c(nn2-c2cccc(C)c2C)CS(=O)(=O)C3)cc(OCC)c1OCC	5	-0.6	-2	-0.1
CNc1ncnc2c1ncn2[C@@H]1O[C@H](CO)[C@H](O)C1O (stereo partly drawn)	10&18	-0.1&0.6	0	0.2&0.2
COC(=O)c1sccc1NC(=O)Cc1ccc([N+](=O)[O-])cc1	-3	-0.2	-3	-0.3
CCOc1ccccc1N1CCN(C(=O)C23CC4CC(CC(O)(C4)C2)C3)CC1	-10	-1.7	7	-0.1
COc1ccc(C2=NN3C(C2)c2cccc(OC)c2OC3(C)C)cc1 (stereo not drawn)	-7	0.0	-46	0.0
COC(=O)c1ccc(CN2CCN(Cc3ccccc3)C(CCO)C2)cc1 (stereo not drawn)	-1	-0.2	-4	0.5
Nc1c(Cl)cc(NS(=O)(=O)c2ccccc2)cc1Cl	-21	0.6	-4	0.8
Nc1cc2cc3c(cc2oc1=O)OCCO3	8	-0.9	0	-0.1
NS(=O)(=O)c1ccc(S(=O)(=O)NCC(=O)c2ccccc2)cc1	10	-0.2	2	0.3
CCOc1ccc(C2=NC(c3cc(Br)ccc3F)NC(c3cc(Cl)ccc3O)C2)cc1 (stereo not drawn)	14	3.3	2	0.0
O=C(Nc1ccc(F)cc1)/C(=C\c1ccc2c(c1)OCO2)NC(=O)c1ccccc1Cl	-11	-0.4	-3	0.0
CCOc1cc2c(cc1OCC)C(c1cc(Cl)c(O)c(OCC)c1)NCC2 (stereo not drawn)	5	-0.9	9	-0.1
Cc1occc1C(=O)Nc1ccc(Cl)cc1F	10	-2.5	-40	0.2
CC(C)n1nnnc1SCC(=O)NCCc1ccccc1	5	-1.2	-7	0.8
COc1ccc2c(c1)C1NC(=S)N(c3cccc(C)c3)C(C)(O2)C1C(=O)Nc1ccc(Cl)cc1 (stereo not drawn)	29	-1.2	17	0.1
COc1ccc(N2C(=O)c3ccc(C(=O)N4CCCCCC4)cc3C2=O)cc1	10	-0.4	1	-0.1
CC(C)(C)c1ccc(OCC(=O)c2ccc(O)cc2O)cc1	-6	-3.3	96*	-0.1
O=C(/C=C\c1ccccc1[N+](=O)[O-])N1CCCCC1	12	-2.6	-5	0.0
COc1ccc(C)cc1NC(=O)c1sc2nc(C)nc(N3CCN(c4ccccn4)CC3)c2c1C	13	0.0	6	0.0
NC(=O)CN(c1ccccc1)S(=O)(=O)c1ccc(F)cc1	-8	-2.1	-6	-0.1

Profiles from above:
Listed for `CCOc1ccc(C2=NC(c3cc(Br)ccc3F)NC(c3cc(Cl)ccc3O)C2)cc1` (stereo not drawn) → MITF inh = 14; GPR151 ag = 3.3; TEAD-YAP inh = 2; FBW7 act = 0.0
Listed for `CCOc1cc(C(=O)Nc2c3c(nn2-c2cccc(C)c2C)CS(=O)(=O)C3)cc(OCC)c1OCC` → MITF inh = 5; GPR151 ag = -0.6; TEAD-YAP inh = -2; FBW7 act = -0.1

Next section
SMILES	MITF inh	GPR151 ag	TEAD-YAP inh	FBW7 act
CCC[C@@H]1NC(=O)[C@@H]2C[C@H](NCc3ccc(C)c(F)c3)CN2C1=O	16	0.1	5	1.2
CC(C)N1C(=O)CCC1C(=O)N1CCN(c2cccc(Cl)c2)CC1 (stereo not drawn)	-2	3.0	0	0.1
Cn1nnc(-c2ccc(Nc3nccc(-c4ccc(N5CCC(O)CC5)c(C#N)c4)n3)cc2)n1	2	1.2	2	0.0
Cc1ccc(NC(=O)CN2C(=O)N/C(=C/c3ccc4c(c3)n(C)c(=O)n4C)C2=O)cc1	2	0.6	3	-0.1
CN(C)/C=C1\C(=O)N(c2ccc([N+](=O)[O-])cc2)N=C1c1ccccc1	-13	-7.6	-33	0.0
CCC(C#CCN1CCCC1)(CC)OC(C)=O	-4	0.9	6	-0.1
CCC(=O)N1c2ccccc2NC2=C(C(=O)CC(c3ccccc3)C2)C1c1ccc(Cl)cc1 (stereo not drawn)	-21	1.6	4	0.0
COc1cc(/C=C/C(=O)OCc2cc(Cl)cc3c2OCOC3)ccc1OCC#N	14	-0.3	3	0.3
CCCNC(=O)C1CCC(Cn2c(=O)c3sccc3n(Cc3ccccc3C)c2=O)CC1 (stereo not drawn)	-16	0.6	2	0.1
CC(NC(=O)c1ccc([N+](=O)[O-])cc1)c1ccc(Cl)cc1 (stereo not drawn)	-11	-0.5	-4	0.0
CC(=O)c1ccc(NC(=O)/C=C/c2ccc(C)o2)cc1	10	-0.4	-30	0.1
O=C(OCC(=O)N1CCOCC1)c1c(Cl)ccc(Cl)c1Cl	3	-1.5	-9	0.0
CCC1Sc2cc(S(=O)(=O)CCC(=O)NCCCc3ccccc3)ccc2NC1=O (stereo not drawn)	-1	0.6	23	0.0
Cc1cc(C)c2c(c1)NC(c1ccc(Cl)cc1Cl)C1CC=CC21 (stereo not drawn)	10	-2.2	-5	0.3
CCOC(=O)c1ccc(N=Cc2c(O)[nH]c(=O)[nH]c2=O)cc1	1	1.1	-13	-0.9

Part of the list above, reduced to FBW7 act and TEAD-YAP inh.
Structure	FBW7 act	TEAD-YAP inh
Nc1c(Cl)cc(NS(=O)(=O)c2ccccc2)cc1Cl	0.8	-4
O=C(c1cc(-c2ccncc2)nc2ccc(Cl)cc12)N1CCN(c2ccccn2)CC1	-0.1	40*
CCOC(=O)Cc1c(Cl)c2ccccc2[nH]c1=O	-0.1	10
Cn1nnc(-c2ccc(Nc3nccc(-c4ccc(N5CCC(O)CC5)c(C#N)c4)n3)cc2)n1	0.0	2

The results go on.
SMILES	MITF inh	GPR151 ag	TEAD-YAP inh	FBW7 act
COc1ccc(-c2nnc3ccc(SCC(=O)NC4CCCC4)nn23)cc1	-8	0.2	-9	0.0
CN(C)c1cccc(Nc2cc(C(=O)Nc3ccccc3)c3ccccc3n2)c1	-1	1.1	-25	0.1
COC(=O)c1cc(OC)c(OC)cc1NC(=O)COc1ccc(Br)cc1C	12	-1.0	2	-0.1
Nc1ccc(C(=O)Nc2nc3ccc(Cc4ccc5nc(NC(=O)c6ccc(N)cc6)sc5c4)cc3s2)cc1	8	0.6	1	0.0
COc1cccc(NC(=O)CSc2nncn2C)c1	28	-0.3	6	0.7
C(=Nc1cccc2ccccc12)c1ccccn1	21	0.2	0	-0.5
Cc1cc(C)n2nc(C(=O)OC/C(O)=C(\C#N)c3nc4ccccc4[nH]3)nc2n1	2	1.7	5	-0.2
COc1cc2c(cc1OC)C(C(=O)O)C(c1ccc(F)c(F)c1)N(C)C2=O (stereo not drawn)	-9	1.0	11	0.1
Cc1cc(C(=O)NC(C)c2ccc(C)c(C)c2)cs1 (stereo not drawn)	16	-0.1	12	0.1
CCOC(=O)C1(CCOC)CCN(Cc2c(C)nn(C)c2Cl)CC1	8	-0.4	1	0.1
COc1ccc(C2CC(c3cccs3)=NN2C(=O)CSc2nnc(CNC(=O)COc3ccccc3)n2-c2cccc(C)c2C)cc1 (stereo not drawn)	-8	0.3	-6	0.0
NCCC(=O)N1CCC(C(=O)Nc2ccc3[nH]ncc3c2)C1 (stereo not drawn)	6	-0.3	7	0.1
COc1cc(/C=C2/C(=N)N3C=CSC3=NC2=O)ccc1OCCCOc1cc(C)cc(C)c1	12	0.7	11	0.1
CNC(=O)CSc1nnc(-c2ccc(F)cc2)n1C	4	-0.6	7	0.0
CC1CCCCN1C(=O)C1CCCN(S(=O)(=O)c2ccc3c(c2)oc(=O)n3C)C1 (stereo not drawn)	3	0.4	-4	0.0

As entered above.
Reading for CNC(=O)CSc1nnc(-c2ccc(F)cc2)n1C under TEAD-YAP inh: 7
Reading for COc1ccc(CNCCSc2nccn2C)cc1 under MITF inh: 70*
Reading for Cc1ccc(-c2nnn(CC(=O)NC(C)C)n2)o1 under MITF inh: -6
Reading for Nc1ccc(C(=O)Nc2nc3ccc(Cc4ccc5nc(NC(=O)c6ccc(N)cc6)sc5c4)cc3s2)cc1 under GPR151 ag: 0.6

(listing goes on)
SMILES	MITF inh	GPR151 ag	TEAD-YAP inh	FBW7 act
CC(C)NS(=O)(=O)c1ccc(NCc2ccc3c(c2)OCO3)c([N+](=O)[O-])c1	14	-1.4	-5	-0.1
COc1ccc(S(=O)(=O)NNC(=O)c2cc3c(s2)CCC(C)C3)cc1 (stereo not drawn)	0	1.5	7	0.5
CC1CC(C)CN(CCC(=O)Nc2ccc3c(c2)CCC3)C1 (stereo not drawn)	14	0.2	11	0.1
Cc1ncc(CO)c(/C=N/NC(=O)CCCc2c[nH]c3ccccc23)c1O	-8	0.6	-1	-0.6
COc1cc(C2C(C#N)=C(N)OC3=C2C(=O)CCC3)cc(Br)c1O (stereo not drawn)	0	0.2	8	-0.2
COc1cc(C(=O)NC(=S)N2CCN(Cc3ccccc3)CC2)cc(OC)c1OC	11	-0.1	5	0.0
CCOC(=O)CSc1nc2c(sc(=S)n2-c2ccc(Cl)c(C)c2)c(=O)n1-c1ccccc1OC	25	0.8	-9	2.1*
O=C(c1ccc(-c2cnn(-c3ccc(F)cc3F)c2)nc1)N1CCCC1	2	-2.6	-16	0.5
COc1cc(OC)cc(N2C(=O)c3cc(N4CCOCC4)c([N+](=O)[O-])cc3C2=O)c1	-1	-0.1	-5	-0.1
COc1cccc(/C=C2\C(=O)NC(=O)N(c3cccc(Cl)c3C)C2=O)c1	8	2.1	-3	0.0
COC(=O)C(NC=O)C12CC3CC(CC(C3)C1)C2 (stereo not drawn)	-3	1.0	3	0.0
Nc1nonc1-c1noc(COc2ccc(I)cc2)n1	8	-0.9	-4	0.2
Cc1ccccc1-n1nc2c(c1NC(=O)c1ccc(Cl)c([N+](=O)[O-])c1)CSC2	-13	0.5	8	0.1
CCC1CCCCN1CCCNC(=O)c1ccc2c(=O)n(CCOC)c(=O)[nH]c2c1 (stereo not drawn)	12	1.4	11	0.0
CC(=O)Nc1nc(C(F)(F)F)c(-c2ccccc2)s1	15	-0.4	-18	0.0
Nc1nc(NCCOc2ccccc2)cc(-c2ccccc2)n1	19	0.8	41*	0.3
COc1ccccc1N1CCN(c2ncnc3sc(C(=O)NCc4ccco4)c(C)c23)CC1	-6	-1.1	5	-0.1
CC(=O)N1CCN(C(=O)/C=C/c2ccc(Br)cc2)CC1	2	0.0	-10	0.1
COc1cc(/C=C/[N+](=O)[O-])ccc1OC(=O)c1cc2ccccc2o1	3	0.6	-4	0.0
c1ccc(C2CCC(N3CCN(Cc4ccco4)CC3)CC2)cc1 (stereo not drawn)	67*	0.0	-9	-0.1
Cc1cc2c(c(-c3cnccn3)c1)OC(CNC(=O)c1ccc(CN3CCCCC3)cc1)C2 (stereo not drawn)	-2	1.1	5	0.0
O=C(Nc1ccc(Cl)cc1C(F)(F)F)c1cc2n(n1)C(C(F)(F)F)CC(c1ccc(Cl)cc1)N2 (stereo not drawn)	-17	-0.3	7	-0.1
CN1[C@@H](C(=O)N2CCCCC2)C[C@@H](c2ccco2)NS1(=O)=O	3	-0.4	-8	-0.2
